Screening data (PubChem BioAssay)
rCAG RNA binder: binders of r(CAG) RNA repeats, primary screen, biochemical, fluorescence. 370,000 tested, 1.3% active. r(CAG) RNA repeat, TO-PRO-1 dye displacement fluorescence. inhibition, % at 3 µM;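 active means inhibition above the plate cutoff, the mean of all test compounds on that plate plus 3 SD, cut at about 35% in these data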;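 further: 0% = DMSO alone and 100% = 100 µM mitoxantrone as full dye displacement; higher means more dye released from RNA so lower well fluorescence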
HTRA1 inh: HTRA1 serine protease inhibitors, primary screen, biochemical, fluorescence polarization, HTS; Q92743; recombinant HTRA1, FP-rhodamine activity-based probe; AID 504803, 2011; 340,000 tested, 0.5% active; inhibition, % at 5.96 µM; in the data active means inhibition above about 36%;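 further: 0% = enzyme with DMSO and 100% = wells lacking enzyme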
GC-A act: GC-A stimulated cGMP production enhancers – HEK293 GC-A cells, cGMP TR-FRET, EC30 ANP, primary screen. 0% at EC30 ANP, 100% saturating ANP. activation, % at 10 µM. 370,000 tested, 0.14% active. AID 1671463, 2021; in the data active means activation above about 40%
ASAP1 GAP inh: inhibitors of human ASAP1 ArfGAP activity, primary screen, biochemical, fluorescence polarization. ASAP1-stimulated ARF1 GTP hydrolysis, GDP FP detection. inhibition, % at 16.5 µM. Arf-GAP with SH3 domain, ANK repeat and PH domain-containing protein 1 (Homo sapiens), …. 360,000 tested, 0.19% active; in the data active means inhibition above about 25%;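 further: 0% = vehicle with enzyme and substrate and 100% = no enzyme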
SMARCA2 act: SMARCA2 (BRM) function activators, primary screen, cell-based, luminescence, high throughput; MG213 cells, MMTV-luciferase reporter, dexamethasone, overnight; activation, % at 9.1 µM; 370,000 tested, 1% active; AID 652017, 2013; in the data active means activation above about 7.8%;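 further: 0% = vehicle wells and 100% = reference activator wells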
PG9 binder: binders of HIV-1 gp120 antibody PG9, primary screen, biochemical, TR-FRET. HIV-1 gp120 / PG9 antibody interaction. TR-FRET gp120-PG9 antibody binding. inhibition, % at 6.7 µM. 360,000 tested, 0.43% active; in the data active means inhibition above about 8.5%
GC-B act: human GC-B receptor activators, primary screen, HEK293 GC-B cells, cGMP TR-FRET, EC30 CNP. activation, % at 10 µM. 370,000 tested, 0.11% active. 0% at EC30 CNP, 100% saturating CNP;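 active means activation at 10 µM reaching about 35% in either raw or pattern-adjusted values, limit read from the data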
mABHD4 FP: ABHD4 inhibitors, primary screen, biochemical, fluorescence polarization, mouse. purified mABHD4, FP-Rh probe fluorescence polarization. inhibition, % at 8.92 µM. 370,000 tested, 0.54% active;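 active means inhibition exceeding the mean over every tested compound plus 3 SD, cut at about 30% in these data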;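 further: 0% = plate median of compound wells and 100% = S159A mutant with DMSO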
Target sequence (Q8VD66 whole entry, looked up): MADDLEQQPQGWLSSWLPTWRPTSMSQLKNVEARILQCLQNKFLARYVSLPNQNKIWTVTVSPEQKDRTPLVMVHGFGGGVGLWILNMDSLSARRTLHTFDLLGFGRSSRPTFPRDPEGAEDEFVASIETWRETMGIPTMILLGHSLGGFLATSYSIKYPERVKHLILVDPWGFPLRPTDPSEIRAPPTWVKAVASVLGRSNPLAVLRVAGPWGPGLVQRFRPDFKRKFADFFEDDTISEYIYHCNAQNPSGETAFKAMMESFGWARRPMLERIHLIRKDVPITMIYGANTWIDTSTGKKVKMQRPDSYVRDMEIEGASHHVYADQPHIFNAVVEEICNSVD
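Material: mouse ABHD4 enzyme, wild type; Benchmarks: S159A mutant high control, sample median low control; Buffer or medium: HEPES pH 7.0, NaCl, Pluronic buffer; Signal: fluorescence polarization; Read-out: percent inhibition of probe binding, normalized to plate controls; Timing: pre-incubation 45 min, probe exposure 60 min, at 25 °C; Dosing: 8.92 µM, single dose.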
NR1D1 modulator: modulators of Rev-erb alpha DNA binding, primary screen, biochemical, FITC-DNA, fluorescence polarization, uHTS; Rev-erbα–FITC-DNA binding, 90 min; activity, % at 10 µM; 370,000 tested, 0.79% active; AID 1259318, 2017;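 active means activity above about 14%, limit read from the data; passing the limit was not always enough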;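 further: 0% = DMSO wells with 35 nM protein and 100% = DMSO wells with 750 nM protein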
Target sequence (P20393 whole entry, looked up): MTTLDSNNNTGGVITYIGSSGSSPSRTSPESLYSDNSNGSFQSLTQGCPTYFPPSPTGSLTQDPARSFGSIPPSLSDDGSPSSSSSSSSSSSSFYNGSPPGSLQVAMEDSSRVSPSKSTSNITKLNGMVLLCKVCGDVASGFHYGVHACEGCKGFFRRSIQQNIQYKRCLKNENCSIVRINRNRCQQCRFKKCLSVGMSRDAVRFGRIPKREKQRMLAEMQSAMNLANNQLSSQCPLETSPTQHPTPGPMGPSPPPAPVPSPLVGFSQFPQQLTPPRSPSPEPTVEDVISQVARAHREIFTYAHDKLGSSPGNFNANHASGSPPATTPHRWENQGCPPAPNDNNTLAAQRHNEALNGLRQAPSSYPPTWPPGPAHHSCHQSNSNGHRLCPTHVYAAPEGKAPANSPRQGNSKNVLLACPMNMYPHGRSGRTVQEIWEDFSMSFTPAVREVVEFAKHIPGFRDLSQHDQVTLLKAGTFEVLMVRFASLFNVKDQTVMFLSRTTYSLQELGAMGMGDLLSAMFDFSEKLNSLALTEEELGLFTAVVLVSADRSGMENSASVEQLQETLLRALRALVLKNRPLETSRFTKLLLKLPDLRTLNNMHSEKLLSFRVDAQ
ARFGAP1 inhibitor: inhibitors of rat ARFGAP1 GAP activity, primary screen, biochemical, fluorescence polarization, GDP tracer; Arfgap1-stimulated ARF1 GTP hydrolysis, GDP FP detection; inhibition, % at 16.5 µM; 360,000 tested, 0.26% active; AID 651572, 2012;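 active means inhibition above a per-plate limit, mean inhibition of low control wells plus 3 SD, cut at about 25% in these data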;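 further: 0% = DMSO wells with enzyme and 100% = wells lacking Arfgap1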
Target sequence (Q62848 1-136 limits assumed): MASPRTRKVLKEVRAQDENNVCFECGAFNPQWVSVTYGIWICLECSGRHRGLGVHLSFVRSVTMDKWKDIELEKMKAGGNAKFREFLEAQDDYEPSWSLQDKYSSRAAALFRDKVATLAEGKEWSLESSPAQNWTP
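Material: rat Arfgap1 GAP domain (His6, aa 1-136), purified enzyme. Also added: human ARF1(Δ1-17)-GTP substrate. Compound dosing: 16.5 µM single point, 1.26% DMSO. Timing: enzyme reaction 120 min at 25 °C after 20 min preincubation. Signal: GDP detection by fluorescence polarization. Read-out basis: percent inhibition of GAP-stimulated GDP formation, scaled between DMSO and no-Arfgap1 medians.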
* hit, by the source's call; · = not tested or not shown.

SMILES	rCAG RNA binder	HTRA1 inh	GC-A act	ASAP1 GAP inh	SMARCA2 act	PG9 binder	GC-B act	mABHD4 FP	NR1D1 modulator	ARFGAP1 inhibitor
O=C(O)C1CCCN(S(=O)(=O)c2ccc(Br)cc2)C1 (centres undefined)	2	1	-1	-3	1	-0.5	4	1	1	-9
O=C(Nc1ccc(N2CCOCC2)cc1)c1cc(-n2cnnc2)ccc1Cl	-1	2	2	1	-1	-2.7	3	6	-3	3
O=C(N/N=C/c1cccnc1)c1ccc(O)cc1	-1	1	-1	17	3	-3.9	0	-1	4	8
COc1ccccc1C(=O)Nc1ccon1	0	-3	3	13	2	-3.1	3	11	-4	-5
O=C(Nc1cccc([N+](=O)[O-])c1)c1cccc(C(=O)Nc2cccc([N+](=O)[O-])c2)c1	8	-6	-15	-1	3	-3.8	1	2	-7	8
CC1(C)CC(=O)C(C=NCCN2CCN(C(=O)NC34CC5CC(CC(C5)C3)C4)CC2)=C(O)C1	-9	-2	3	-10	2	-1.9	1	3	4	-6
CCOc1ccccc1NC(=O)COC(=O)Cc1ccsc1	1	-2	1	-9	-1	0.0	0	-5	-6	-5
Cc1cc(=O)[nH]c(SCC(=O)Nc2cccc(C)c2C)n1	2	·	-1	·	-3	·	1	2	0	·
COc1ccc(-c2ccc(C(=S)N3CCN(C(C)=O)CC3)o2)cc1	7	0	10	-7	4	-1.8	2	6	5	9
Cc1cc(=O)[nH]c(N/N=C/c2c(C)nn(-c3ccccc3Cl)c2Cl)n1	-2	3	3	-1	-2	-1.1	8	-5	5	-8
O=C(Nc1cccc(F)c1)/C(=C\c1ccco1)NC(=O)c1cccs1	16	-7	5	-5	2	-1.9	-2	-6	-4	-1
CC1CN(c2ccc([N+](=O)[O-])cc2F)CCN1C(=O)c1ccco1 (centres undefined)	-5	-2	-3	3	-2	1.6	-6	4	-10	-10
CC1CN(Cc2nc3ccccc3c(=O)[nH]2)CC(C)O1 (centres undefined)	-2	·	-3	-2	-3	1.7	-1	-4	1	-4
CCOc1ccc(N(CC(=O)Nc2cccc(OC)c2)S(C)(=O)=O)cc1	-4	5	2	3	2	-2.1	4	0	2	-16
COc1ccc2[nH]c(=O)c(CNC3CCCCC3)cc2c1	5	0	3	-6	1	0.7	-1	-1	-1	-9

Whole records from above. Order of values: rCAG RNA binder | HTRA1 inh | GC-A act | ASAP1 GAP inh | SMARCA2 act | PG9 binder | GC-B act | mABHD4 FP | NR1D1 modulator | ARFGAP1 inhibitor
`O=C(Nc1ccc(N2CCOCC2)cc1)c1cc(-n2cnnc2)ccc1Cl` across the screens: -1 | 2 | 2 | 1 | -1 | -2.7 | 3 | 6 | -3 | 3
`CCOc1ccccc1NC(=O)COC(=O)Cc1ccsc1` across the screens: 1 | -2 | 1 | -9 | -1 | 0.0 | 0 | -5 | -6 | -5
`CC1CN(Cc2nc3ccccc3c(=O)[nH]2)CC(C)O1` (centres undefined) across the screens: -2 | · | -3 | -2 | -3 | 1.7 | -1 | -4 | 1 | -4
`COc1ccc(-c2ccc(C(=S)N3CCN(C(C)=O)CC3)o2)cc1` across the screens: 7 | 0 | 10 | -7 | 4 | -1.8 | 2 | 6 | 5 | 9

New compounds follow:
SMILES	rCAG RNA binder	HTRA1 inh	GC-A act	ASAP1 GAP inh	SMARCA2 act	PG9 binder	GC-B act	mABHD4 FP	NR1D1 modulator	ARFGAP1 inhibitor
O=C(COC(=O)Cn1[nH]c(=O)c2ccccc2c1=O)Nc1ncc(Cl)cc1Cl	5	4	-2	0	0	0.4	-5	8	0	-3
CCS(=O)(=O)c1ccc(-c2cccc(NC(=O)c3ccc(Br)o3)c2)nn1	0	2	4	-1	3	-2.1	5	-2	0	18
O=C(Nc1cccc(F)c1)Nc1cnccn1	0	7	3	10	3	-0.4	-2	4	3	3
Cc1ccc(CNC(=O)CCS(=O)(=O)c2ccc3nc(C)sc3c2)cc1	1	0	2	-1	5	-1.4	-8	-1	-1	-17
CCN1C(=O)[C@H]2[C@@H](c3ccc(-c4ccc(OC)cc4)c(OC)c3)N[C@@](CC(C)C)(C(=O)OC)[C@H]2C1=O	1	0	3	-8	-1	0.0	2	-2	2	-2
O=C1c2cccc3cccc(c23)C(=O)N1Cc1cccnc1	-1	1	5	-14	0	-0.3	-2	2	5	-10
N=C1/C(=C/c2cccn2-c2ccc([N+](=O)[O-])cc2)C(=O)N=C2SC=CN12	3	6	0	0	-1	-0.2	1	5	-25	16
C[C@H](CO)N1C[C@H](C)[C@@H](CN(C)Cc2ccc(Cl)c(Cl)c2)Oc2c(NS(=O)(=O)c3ccc(F)cc3)cccc2C1=O	5	-18	-8	31*	1	-0.4	-8	-10	4	1
O=C(CSc1nnc(-c2ccccc2)o1)N1CCN(c2ccccc2)CC1	0	-4	4	-10	-2	-1.8	0	-2	-1	-12
O=C(Nc1ccccc1C(=O)NCc1ccccc1)c1ccco1	-3	-14	3	-4	-3	0.0	3	-3	-3	-7
COc1ccc(-c2csc3ncnc(NCCO)c23)cc1	-5	4	-3	-9	-3	-0.1	-8	1	-1	-6
O=S(=O)(c1ccc(Cl)s1)N1CCN(c2ncccn2)CC1	-4	0	-1	1	-2	0.2	-4	9	0	1
COc1ccc(CN2C(=O)C(CC(=O)NCCCCc3ccccc3)CC(C(=O)N3CCOCC3)=C2C)cc1 (centres undefined)	1	5	-7	6	-6	-0.3	-1	-6	1	-10
CC1CC(Nc2cccc(O)c2)=CC(=O)O1 (centres undefined)	-3	4	0	6	-1	-0.2	0	-1	6	3
CC(OC(=O)Cc1n[nH]c(=O)c2ccccc12)C(=O)Nc1ccc(Cl)cn1 (centres undefined)	-2	5	-2	-18	-3	-1.0	-6	-8	7	-3
O=C(Nc1ccc(Cl)cc1N1CCOCC1)C1CCCO1 (centres undefined)	-7	1	1	5	0	-0.4	-5	-1	0	5
Cc1nn(CC(=O)NC(C)c2ccccc2)c(=O)c2ccccc12 (centres undefined)	-2	2	6	1	1	-2.3	0	0	4	2
CC(C)NC(=O)c1csc(COCCO)n1	0	·	0	4	-3	0.0	6	-18	2	4
CCCN(CCC)C(=S)NC(=O)c1ccc(Cl)cc1Cl	6	3	4	15	-4	-1.5	10	1	-1	-12
C/C(=N/NC(=O)c1cc2ccccc2cc1O)c1ccco1	51*	19	3	2	2	-0.9	-1	25	-7	-7
CC(C)(C)c1ccc(C2(C)NC(=O)NC2=O)cc1 (centres undefined)	1	3	-5	-5	-1	-0.2	-1	1	0	-2
COC(=O)c1sccc1NC(=O)CSc1nnnn1-c1ccccc1F	9	-12	-1	-9	0	1.1	-2	2	2	2
CN1CCCC1CCNC1C2CC3CC(C2)CC1C3 (centres undefined)	3	-4	0	-13	3	-0.2	3	6	-5	-6
CCCCOC(=O)Nc1nnc(/C=C/c2ccc(OC)cc2)s1	4	3	-1	-8	-2	0.1	-1	5	-1	9
CC(C)NC(=O)N(C)C[C@@H]1Oc2c(NC(=O)C3CCOCC3)cccc2C(=O)N([C@@H](C)CO)C[C@H]1C	2	2	-1	0	-3	-0.2	6	4	-2	-4
COC(=O)[C@]12CCCCC=C1N(CCc1ccc(OC)c(OC)c1)C(=O)[C@H](CC(=O)N1CCN(C(=O)c3ccco3)CC1)C2	4	·	1	-1	-5	-2.0	10	-1	-1	0
CC1CCc2sc(-c3n[nH]c(=S)o3)cc2C1 (centres undefined)	14	9	3	-1	-2	0.0	0	11	0	-8
CCCC(=O)Oc1cccc(C2NC(=O)c3ccccc3O2)c1 (centres undefined)	-4	10	-2	-6	1	-1.2	1	6	-3	5
O=C(CCN1C(=O)c2ccccc2C1=O)C1=NN[C@@H]2C(=O)N(c3cccc(F)c3)C(=O)[C@H]12	3	3	2	-7	-1	-2.8	1	2	-3	-3
CCOC(=O)c1ccc(NC(=O)NCCc2ccccc2OC)cc1	-1	-29	-1	11	-1	0.1	2	-8	-5	16
CCOc1ccccc1N1CC(C(=O)NNC(=O)c2cc(OC)c(OC)c(OC)c2)CC1=O (centres undefined)	2	8	1	-7	-2	0.1	1	3	-2	-6
COC(=O)CCC(=O)NNC(=O)c1ccc([N+](=O)[O-])cc1	0	4	-4	9	2	-0.4	0	2	-1	-5
CCc1nnc(NC(=O)C2=CCN(S(=O)(=O)c3ccccc3)CC2)s1	3	5	-9	0	-1	0.8	-9	-14	2	1
Cn1c(=O)c(=O)n(C)c2cc(S(=O)(=O)CCC(=O)N3CCOCC3)ccc21	-2	2	1	3	-2	-3.7	2	-10	2	1
O=C1OC(N2CCN(C(=O)C3CCCO3)CC2)c2ccccc21 (centres undefined)	2	11	3	-3	-3	-0.3	9	0	0	8
COc1ccc(N=Nc2c(C)[nH]c3ccccc23)cc1	5	14	5	-9	-1	1.0	-12	5	-8	13
COc1ccc(S(=O)(=O)N2CCCCC2)cc1C(=O)Nc1cc(C)on1	-3	-6	5	5	-3	0.5	3	5	1	-16
COc1ccc2cnn(-c3ccc(OC(F)(F)F)cc3)c(=O)c2c1OC	-6	-7	-4	-10	-2	-0.8	7	9	-1	9
COc1ccc(CCN2CC(C(=O)N(C)Cc3ccccn3)CCC2=O)cc1 (centres undefined)	1	10	0	-10	-5	-1.3	-2	3	-4	-4
CCOC(=O)c1sc(C)c(C(=O)NCC(C)(C)CN(C)C)c1N	-9	0	2	-4	0	-0.5	1	1	0	-5
Cc1ccc(C2C(N)C(=O)N2c2ccc(C)cc2)cc1 (centres undefined)	-2	-1	5	-3	0	1.4	2	-4	2	3
CCOc1cccc(CNCCSc2nnnn2C)c1	-4	7	1	-15	-1	0.3	-2	1	4	-10
Cc1ccc(NCc2nnc(SCC(=O)NNC(=O)Cc3ccccc3)n2C)cc1	-3	-10	4	-14	1	-2.7	1	1	7	15
CCc1ccc2c(CN3CCc4ccccc43)cc(=O)oc2c1	11	-11	-1	8	-2	-1.4	4	5	-2	7
COc1cc(C)ccc1OCC(=O)OCC(=O)c1[nH]c(C)c(C(C)=O)c1C	2	-8	-1	-12	-2	0.3	-5	5	-4	22
Clc1ccc(OCCn2ccnc2)c(Cl)c1	0	-5	21	-2	1	0.6	27	4	-2	2
CCCOc1ccc(-c2csc(NC(=O)CN3C(=O)CCC3=O)n2)cc1	5	5	4	-1	-1	-1.7	-1	0	-5	0
CC1=C(C#N)C(NC(=O)c2ccccc2Cl)(C(F)(F)F)C(=O)N1 (centres undefined)	-1	2	-2	-5	0	-0.9	5	-2	2	-4
CC(C)c1ccc(NC(=S)N2CCCC(c3ccc(F)cc3)=N2)cc1	-2	0	0	-5	3	-1.2	5	-3	-8	5
CCCN(C(=O)CSCC(=O)Nc1ccc(OC)cc1)c1c(N)n(Cc2ccccc2)c(=O)[nH]c1=O	1	2	3	-1	-1	-1.0	1	1	0	-1
CCCC(=O)Nc1nnc(SCC(=O)NCc2ccco2)s1	2	-4	0	-4	-2	0.3	5	1	-2	0
